Assay outcomes from PubChem BioAssay.
SKN-1 block: inhibitors of C. elegans SKN-1 | 0.49% of 360,000 active | C. elegans VP596 Pgst-4::GFP/RFP ratio, acrylamide-induced, 24 h | inhibition, % at 21.8 µM;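 active = interference check ratio from 0.5 to 1.5 plus GFP to RFP signal ratio inhibition reaching or exceeding a fixed threshold, cut at about 30% in these data, passing the limit was not always enough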; also: some compounds called inactive have numbers as strong as hits
Rpn11 inh: blocks the human proteasome subunit Rpn11. 0.59% of 360,000 active. human 26S proteasome, Ub4-pepOG fluorescence polarization; 20S core pre-blocked with epoxomicin. calls only at 20 µM. O00487;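 active = inhibition at 20 µM, scaled to each plate's controls, above about 33%, limit read from the data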
MT1-MMP act inh: inhibitors of human MT1-MMP activation | P50281 | 0.061% of 360,000 active | HT1080 RFP-PRO-GFP cells, GFP/RFP ratio fluorescence, overnight; percent of plate control window, DMSO zero | GFP/RFP ratio change, % at 20 µM;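 active = GFP/RFP ratio change of at least 30% with cell ATP level not reduced by more than half and red fluorescence within 50% of control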; also: strong numbers were not always called active
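Material – HT1080 RFP-PRO-GFP cells · Control set – DMSO wells and RFP-L50D-GFP cells · Incubation – overnight cell settling, then overnight compound exposure, 37 °C, 5% CO2 · Compound dosing – single-point 20 µM compound, 1% DMSO · Read-out – GFP/RFP fluorescence ratio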
CSN deneddyl inh: blocks human CSN-mediated cullin deneddylation. Q92905. Purified CSN, SCF-Nedd8-OG deneddylation, fluorescence polarization. inhibition, % at 12.5 µM. 0.38% of 360,000 active. AID 651999;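 active = pattern-corrected inhibition above about 35%, with an unprinted fluorescence ratio check between 0.5 and 1.5, limit read from the data, passing the limit was not always enough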;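 also: 0% = enzyme with substrate and 100% = substrate without enzyme; some results filed as inactive read as strong as hits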
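test system = HEK293T-derived human Csn5 enzyme | amount = 0.24 nM Csn5 enzyme, final concentration | medium = Tris/NaCl/DTT buffer, pH 7.5 | schedule = 90 min reaction at room temperature | signal = FP | evaluation = inhibition of Csn5 cleavage, % | compound dosing = single dose of 12.5 µM compound with 0.25% DMSO | probe or stimulus = 10 nM SCFSkp2-Nedd8OG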
FAS-TE inh: blocks the thioesterase domain of human fatty acid synthase; P49327; recombinant FAS-TE, OMFH fluorogenic substrate, fluorescence endpoint; inhibition, % at 15 µM; 0.67% of 360,000 active; AID 602261;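 active = compounds whose normalised, plate-corrected inhibition of enzyme fluorescence in the single-dose primary screen is 50% or more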;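 also: 0% = DMSO with enzyme and 100% = substrate without enzyme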
PABP1 MLLE inh: blocks PAM2 peptide binding to the PABP1 MLLE domain. P11940. GST-MLLE / FITC-PAM2 fluorescence polarization. inhibition, % at 20 µM. 0.36% of 360,000 active. AID 588489; in the data active = inhibition above about 35%, passing the limit was not always enough;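 also: plate controls were DMSO wells with GST-MLLE for no effect and wells lacking GST-MLLE protein for full effect; some results filed as inactive read as strong as hits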
NadD inh: blocks S. aureus nicotinate mononucleotide adenylyltransferase; purified NadD enzyme, colorimetric absorbance read-out; inhibition, % at 20 µM; 0.78% of 360,000 active; AID 602399; in the data active = inhibition above about 26%; also: some compounds past the cut are filed as inactive
Neddyl block: cullin neddylation inhibition; calls only at 25 µM; AID 651699; TR-FRET cullin neddylation, biochemical; 0.58% of 360,000 active; P61081+Q13564; in the data active = inhibition above about 36%
Rin1 Abl inh: inhibitors of human Rin1-Abl protein interaction; P00519+Q13671; TR-FRET Rin1/Abl binding, biochemical; inhibition, % at 7.35 µM; 0.4% of 360,000 active; AID 588664; in the data active = inhibition above about 5%, passing the limit was not always enough
Target sequence (P00519 whole entry, looked up): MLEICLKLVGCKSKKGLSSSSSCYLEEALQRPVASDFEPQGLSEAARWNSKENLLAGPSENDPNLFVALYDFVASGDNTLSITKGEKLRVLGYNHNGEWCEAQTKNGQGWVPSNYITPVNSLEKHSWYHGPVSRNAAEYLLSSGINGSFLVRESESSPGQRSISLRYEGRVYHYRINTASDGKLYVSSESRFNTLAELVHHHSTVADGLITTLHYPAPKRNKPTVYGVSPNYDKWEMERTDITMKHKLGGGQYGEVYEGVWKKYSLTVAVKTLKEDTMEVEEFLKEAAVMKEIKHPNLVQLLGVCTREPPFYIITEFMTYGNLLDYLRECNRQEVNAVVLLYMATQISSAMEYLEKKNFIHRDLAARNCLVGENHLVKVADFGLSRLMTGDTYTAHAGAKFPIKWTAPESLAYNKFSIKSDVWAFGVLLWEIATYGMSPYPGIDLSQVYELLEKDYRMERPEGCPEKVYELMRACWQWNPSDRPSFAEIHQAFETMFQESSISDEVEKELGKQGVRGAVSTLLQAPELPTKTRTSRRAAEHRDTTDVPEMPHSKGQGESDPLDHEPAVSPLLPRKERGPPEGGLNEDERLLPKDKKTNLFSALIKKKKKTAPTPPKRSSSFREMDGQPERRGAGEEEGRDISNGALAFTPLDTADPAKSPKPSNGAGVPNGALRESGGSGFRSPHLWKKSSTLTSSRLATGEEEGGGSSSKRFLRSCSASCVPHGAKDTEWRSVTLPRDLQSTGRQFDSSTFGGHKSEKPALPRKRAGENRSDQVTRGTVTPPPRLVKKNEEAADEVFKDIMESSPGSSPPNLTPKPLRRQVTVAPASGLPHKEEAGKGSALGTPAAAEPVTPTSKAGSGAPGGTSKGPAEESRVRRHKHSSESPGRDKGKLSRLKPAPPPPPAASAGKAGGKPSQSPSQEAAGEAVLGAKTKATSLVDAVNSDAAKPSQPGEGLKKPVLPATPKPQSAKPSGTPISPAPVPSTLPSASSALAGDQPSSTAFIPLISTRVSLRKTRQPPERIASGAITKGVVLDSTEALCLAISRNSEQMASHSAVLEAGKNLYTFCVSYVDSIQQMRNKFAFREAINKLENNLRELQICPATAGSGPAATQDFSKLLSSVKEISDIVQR
Target sequence (Q13671 whole entry, looked up): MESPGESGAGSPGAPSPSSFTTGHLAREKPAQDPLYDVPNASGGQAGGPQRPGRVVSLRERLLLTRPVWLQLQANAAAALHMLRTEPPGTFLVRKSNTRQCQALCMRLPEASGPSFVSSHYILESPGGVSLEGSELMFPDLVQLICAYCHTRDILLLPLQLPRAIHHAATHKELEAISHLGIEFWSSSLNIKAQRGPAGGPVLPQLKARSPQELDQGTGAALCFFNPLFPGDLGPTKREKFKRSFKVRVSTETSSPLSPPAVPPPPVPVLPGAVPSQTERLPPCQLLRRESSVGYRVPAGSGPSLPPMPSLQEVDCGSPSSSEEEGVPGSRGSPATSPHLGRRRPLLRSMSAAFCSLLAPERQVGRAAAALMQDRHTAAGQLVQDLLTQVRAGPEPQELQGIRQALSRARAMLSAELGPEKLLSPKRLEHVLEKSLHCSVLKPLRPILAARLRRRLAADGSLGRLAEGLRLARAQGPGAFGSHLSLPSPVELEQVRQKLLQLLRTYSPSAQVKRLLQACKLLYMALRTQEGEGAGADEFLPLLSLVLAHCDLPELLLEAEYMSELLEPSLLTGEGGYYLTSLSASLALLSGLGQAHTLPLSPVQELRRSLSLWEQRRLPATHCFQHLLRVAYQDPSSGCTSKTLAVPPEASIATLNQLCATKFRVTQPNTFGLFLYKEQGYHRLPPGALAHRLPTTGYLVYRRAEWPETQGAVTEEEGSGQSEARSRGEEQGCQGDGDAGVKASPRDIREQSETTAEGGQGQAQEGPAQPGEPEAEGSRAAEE
Numbers without * were called inactive; i = inactive; / = no result given.

Fields: MT1-MMP act inh	NadD inh	Rpn11 inh	Neddyl block	CSN deneddyl inh	Rin1 Abl inh	PABP1 MLLE inh	FAS-TE inh	SKN-1 block
1) CCOC(=O)NC(=O)/C(C=Nc1ccc(Cl)c(Cl)c1Cl)=C(\C)O
→ 0	-1	i	i	4	0	17	2	1
2) COc1ccccc1-n1c(CNC(=O)c2ccc(S(=O)(=O)N3CCOCC3)cc2)n[nH]c1=S
→ -1	-1	i	i	-8	4	-17	-12	-3
3) COCC(C)NC(C(=O)Nc1ccc(Cl)c([N+](=O)[O-])c1)c1ccccc1 (stereo unspecified)
→ -4	-15	i	i	-4	-1	-2	12	3
4) Cc1cccc(C)c1NC(=O)Cn1c(=O)c2cccn2c2ccccc21
→ 4	0	i	i	3	8	-7	-2	-14
5) COc1ccc(C(=O)NCCC(C)C)cc1S(=O)(=O)N1CCOCC1
→ -4	-2	i	i	-1	-1	-4	-6	-6
6) CCOC(=O)C1Nc2ccc(C(=O)O)cc2C2C=CCC12 (stereo unspecified)
→ -7	5	i	i	6	5	50*	-17	-1
7) COc1ccc(NS(=O)(=O)c2cc(NC(=O)COc3ccccc3)ccc2N2CCOCC2)cc1
→ 5	1	i	i	5	0	-2	23	12
8) CC(NC(=O)COC(=O)C1CC1C)c1cccc(Cl)c1 (stereo unspecified)
→ 2	2	i	i	-3	1	-7	-4	-3
9) O=C(CSc1nc2scc(-c3cccs3)c2c(=O)n1CCc1ccccc1)N1CCCC1
→ -1	-10	i	i	2	0	-6	7	-7
10) C=CCC[C@@H](CCCCC)OC(=O)/C=C/[C@H](O)[C@@H](O)C[C@H](O)CC=C
→ 0	-5	/	i	3	/	/	4	32
11) OCCNc1nc(Nc2cc(Cl)ccc2OC2CCCC2)nc(N2CCCC2)n1
→ 4	-5	i	i	-3	0	9	18	13
12) Cc1ccnc(NC(=O)c2cccc(S(=O)(=O)N3CCOCC3)c2)c1
→ 2	-4	i	i	-2	-2	6	-2	5
13) CC(C)(C)C(=O)Nc1nnc(COc2ccc(Cl)cc2)s1
→ 4	-8	i	i	-2	0	1	5	6
14) O=C(CCN1C(=O)C2C3CCC(C3)C2C1=O)Nc1ccccc1Cl (stereo unspecified)
→ -5	1	i	i	-2	-1	-2	-8	2
15) CCOCCCNC(=O)C1CCCN1C(=O)NC1CCCCC1 (stereo unspecified)
→ 7	4	i	i	3	1	-1	-5	-15
16) NC(=O)C1CCCN(C(=O)c2cccc(S(=O)(=O)N3CCCCCC3)c2)C1 (stereo unspecified)
→ -3	-7	i	i	5	-2	-14	-3	-3
17) CC(C)c1ccc(O)c(NC(=O)c2cncc(Br)c2)c1
→ 7	-3	i	i	4	-5	1	-13	19
18) CCC(=O)Nc1ccccc1C(=O)OCC(=O)Nc1ccc(S(N)(=O)=O)cc1
→ 12	-4	i	i	-10	-2	-20	-2	-26
19) COc1cccc(NC(=O)Nc2ccc3c(c2)N(C)C(=O)CS3)c1
→ 11	1	i	i	2	5	-4	12	-2
20) Cc1ccc(C(=O)O[C@H](C(=O)O)[C@H](OC(=O)c2ccc(C)cc2)C(=O)O)cc1
→ 4	-2	i	i	-1	4	-9	-4	-14
21) Cc1ccc2nc(NC(=O)Cc3cccs3)sc2c1
→ -2	-4	i	i	-1	3	2	7	-4
22) COc1cccc(-n2c(=O)c3sccc3n(CC(=O)NC3CCCCC3)c2=O)c1
→ 1	1	i	i	3	1	-3	-4	-7
23) Oc1ccc(/C=N/Nc2ncnc3nc[nH]c23)cc1
→ -1	-8	i	i	7	-3	-7	-9	-7
24) Cc1ccc(S(=O)(=O)NCC(=O)NC2CC2)cc1
→ 4	-6	i	i	3	6	-5	-3	-5
25) Nc1ccc2c(c1)C(O)c1cccc(C(=O)O)c1-2 (stereo unspecified)
→ 0	2	i	i	-5	3	3	-6	4
26) CCNC(=O)C1CCCN(C(=O)c2ccc3c(c2)CCO3)CC1 (stereo unspecified)
→ 7	6	i	i	-2	0	-4	-8	0
27) COc1ccc([C@@H]2C[C@@H](c3ccccc3)Oc3cc(OC)c(OC)c(OC)c32)cc1
→ -4	-9	i	i	1	1	15	21	-4
28) COc1ccc(OC)c(NC(=O)c2cnn(-c3ccccc3)c2C)c1
→ 2	2	i	i	-1	-2	-3	3	-2
29) Cc1ccccc1OCCC(=O)Nc1ccc(S(=O)(=O)N2CCCC2)cc1
→ 1	-5	i	i	0	0	11	9	28
30) CCOC(=O)c1nnn(-c2ccccc2)c1C
→ 3	7	i	i	-1	-2	3	-5	1
31) CSc1n[nH]c(=O)n1-c1ccc(Cl)cc1
→ 6	-4	i	i	-5	5	-7	-3	-5
32) CCOC(=O)N(Cc1ccccc1)C(C(=O)O)C(C(=O)O)N(Cc1ccccc1)C(=O)OCC (stereo unspecified)
→ -5	5	i	i	-2	-1	-4	-4	-9
33) Cc1cc2c(ncn2C)c(NS(=O)(=O)c2ccc(Cl)cc2)c1C
→ -1	1	i	i	1	-1	6	-10	16
34) NC(=O)COC(=O)c1sc2ccccc2c1Cl
→ -1	13	i	i	1	2	3	-4	-6
35) COc1cccc(-c2c(-c3cc(OC)cc(OC)c3)n(C)c3ccc(-c4ccc(OC)nc4)cc23)c1
→ -6	13	i	i	0	2	-3	33	-1
36) CC1CCC2(CC1)NC(=O)N(CC(=O)Nc1ccc3[nH]c(=O)[nH]c3c1)C2=O (stereo unspecified)
→ -1	-1	i	i	0	0	8	-9	2
37) CC(Oc1ccc(F)cc1)C(=O)Nc1cccc(-c2nn[nH]n2)c1 (stereo unspecified)
→ -5	-4	i	i	7	-3	25	-3	17
38) Cc1nn(-c2ccccc2)c(Cl)c1/C=N/NC(=O)CNC(=O)c1ccccc1Cl
→ -4	-9	i	i	4	-4	-16	2	-14
39) COc1ccc(-c2ccc(C(c3c(C)[nH][nH]c3=O)c3c(C)[nH][nH]c3=O)o2)c([N+](=O)[O-])c1
→ 0	17	i	i	-11	3	13	4	0
40) O=[N+]([O-])c1cc(CS(=O)(=O)Oc2ccc(Cl)cc2)c(O)c([N+](=O)[O-])c1
→ 1	1	i	i	-3	1	-6	57*	-1
41) CC1(c2nnc(-c3ccc(Cl)cc3)o2)CC(c2c(Cl)cccc2Cl)=NO1 (stereo unspecified)
→ 0	-8	i	i	-1	2	5	11	6
42) COc1ccc(CN(C(=O)Cc2c[nH]c3ccccc23)C(C(=O)NC2CCCCC2)c2ccc(C)o2)cc1 (stereo unspecified)
→ -22	16	i	i	3	0	-4	26	-2
43) CC(C)c1ccc(CN(C)CC(O)c2ccccc2)cc1 (stereo unspecified)
→ -1	-7	i	i	-11	3	1	-2	0
44) CCCC(=O)Nc1ccc2oc(-c3cccnc3)nc2c1
→ 4	-5	i	/	-2	-4	-3	-1	6
45) COc1cccc(CC(=O)N2CCCC(CCC(=O)N3CCN(c4ccccn4)CC3)C2)c1 (stereo unspecified)
→ 2	17	i	i	-10	7	11	-7	-2

Brought forward from above: 4 compounds; new compounds follow.
Fields: MT1-MMP act inh	NadD inh	Rpn11 inh	Neddyl block	CSN deneddyl inh	Rin1 Abl inh	PABP1 MLLE inh	FAS-TE inh	SKN-1 block
42) COc1ccc(CN(C(=O)Cc2c[nH]c3ccccc23)C(C(=O)NC2CCCCC2)c2ccc(C)o2)cc1 (stereo unspecified)
→ -22	16	i	i	3	0	-4	26	-2
43) CC(C)c1ccc(CN(C)CC(O)c2ccccc2)cc1 (stereo unspecified)
→ -1	-7	i	i	-11	3	1	-2	0
44) CCCC(=O)Nc1ccc2oc(-c3cccnc3)nc2c1
→ 4	-5	i	/	-2	-4	-3	-1	6
45) COc1cccc(CC(=O)N2CCCC(CCC(=O)N3CCN(c4ccccn4)CC3)C2)c1 (stereo unspecified)
→ 2	17	i	i	-10	7	11	-7	-2
46) Cc1ccc(NC(=O)CN2CCC(NC(=O)C3CCCCC3)CC2)c(Br)c1
→ -2	-5	i	i	-6	5	6	0	15
47) CCOCCCNc1ccc(-c2ccccc2)nn1
→ 5	-7	i	i	-1	3	0	-8	3
48) O=C(O)COc1ccc(S(=O)(=O)N2CCCC2)cc1
→ 0	1	i	i	4	1	2	-3	-1
49) CC(=O)CCC1C2C(O)C(C(C)C)C(OC(=O)/C=C/c3ccccc3)CC12C (stereo unspecified)
→ -2	5	i	i	0	2	-21	12	7
50) COc1ccc(-c2cn3cccnc3n2)cc1F
→ 8	0	i	/	-2	-3	-10	-8	2
51) CCOC(=O)c1sc(NC(=O)c2ccc(S(=O)(=O)N3CCCCC3)cc2)nc1-c1ccccc1
→ -22	21	i	i	-18	1	-10	65*	4
52) Cc1cccc(NC(=O)c2nc[nH]c2C(=O)NCC(=O)OC(C)(C)C)c1
→ 4	0	i	i	0	2	-3	15	6
53) O=C(Nc1ccc(Cl)cc1C(=O)N1CCCC1)c1cccc([N+](=O)[O-])c1
→ -1	1	i	i	2	-2	-8	25	12
54) Cc1ccc(CNC(=O)C2CCN(S(=O)(=O)c3c(C)noc3C)CC2)cc1
→ -1	-5	i	i	-4	2	7	-1	6
55) CCCNC(=O)N(C)C[C@@H]1Oc2cc(C#CC(C)(C)O)ccc2S(=O)(=O)N([C@H](C)CO)C[C@H]1C
→ 0	1	i	i	0	0	3	-8	4
56) O=S(=O)(NCCOCCNS(=O)(=O)c1ccccc1)c1ccccc1
→ -5	-1	i	i	-1	2	5	-7	-9
57) O=C(Nc1nccs1)C1CCN(S(=O)(=O)c2ccccc2)CC1
→ -4	2	i	i	1	-1	0	-2	2
58) O=C1c2ccc([N+](=O)[O-])cc2C(=O)N1CNc1ccccn1
→ -4	-6	i	i	-1	2	2	-2	1
59) FC(F)(F)c1ccnc(Sc2n[nH]c(C(F)(F)F)n2)c1
→ 3	1	i	i	5	-4	7	-2	-2
60) Cc1ccc(C(=O)OC2CCN(c3ccc([N+](=O)[O-])cc3)CC2)cc1
→ 11	9	i	i	0	-2	-8	13	-3
61) Nc1ccc(-c2nnn(Cc3ccccc3)n2)cc1
→ 1	0	i	i	-1	-5	0	-2	4
62) Cc1ccc(-c2csc3nc(SCC(=O)N(C)C)n(Cc4ccccc4)c(=O)c23)cc1
→ -12	4	i	i	-4	-1	-5	20	-1
63) O=C(CCc1nnc(Cc2cccc(C(F)(F)F)c2)o1)NCCc1ccccc1F
→ 3	-1	i	i	2	1	13	0	11
64) CCC(C)[C@H](NC(=O)C1CCC(CNC(=O)[C@@H]2CCCN2C(=O)OC(C)(C)C)CC1)C(=O)O (stereo partly specified)
→ 2	-4	i	i	3	-1	3	-5	7
65) O=C(CSc1c2c(nc3cc(Cl)ccc13)CCCC2)NCCCN1CCOCC1
→ -1	-2	i	i	7	-13	13	-4	-1
66) CCOc1ccc(S(=O)(=O)NCc2ccccn2)cc1NC(=O)c1ccccc1F
→ 11	4	i	/	0	4	-8	-2	7
67) Cc1[nH]c(=O)[nH]c(=O)c1S(=O)(=O)Nc1ccc(Br)cc1F
→ 2	-2	i	i	-3	4	-14	-3	4
68) O=C(NCc1cccnc1)c1cccc2c1C(=O)N(Cc1cccnc1)C2
→ 1	-2	i	i	-5	4	3	-9	-14
69) Cc1ccc(NC(=O)C(C)OC(=O)/C=C/c2ccccc2)cc1 (stereo unspecified)
→ 0	-4	i	i	-2	1	-11	6	14
70) Cc1ccc(S(=O)(=O)/N=c2\ccc(Cl)cn2C(F)F)cc1
→ -3	-5	i	i	1	2	-5	-2	-3
71) CCN(CC)Cc1csc2ccc(Br)cc12
→ 1	-16	i	i	1	-2	3	0	6
72) CC(=O)Nc1ccc(NC(=O)Cn2c(=O)n(-c3ccccc3)c(=O)c3oc4ccccc4c32)cc1
→ -1	-3	i	i	3	-1	-7	-2	-4
